# High-throughput results (PubChem BioAssay)
# ARNT-TACC3 inh = disruptors of human ARNT/TACC3 interaction; AlphaScreen His-ARNT PAS-B/GST-TACC3 binding, luminescence; TACC3 fragment carries E629A point mutation; inhibition, % at 9.99 µM; hit rate 0.66% among 390,000; Q9Y6A5;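 active = mean inhibition of replicates at least 50% and at least half of replicates each reaching 50%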;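 also: 0% = complete ARNT plus TACC3 wells and 100% = ARNT alone without TACC3; many hits fall short of the cut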
# ERAP1 HTS inh = ERAP1 (human) enzyme inhibition; Q9NZ08; recombinant ERAP1, Leu-AMC fluorescence, 60 min; inhibition, % at 10.7 µM; hit rate 0.15% among 340,000; AID 652197;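 active = mean replicate inhibition of at least 30%, or all replicates individually reaching that 30% level; inactive = mean below 30% and not every replicate reaching it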;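 also: 0% = neutral control wells and 100% = L-leucinethiol positive control wells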
# GSIS activator = primary screen for activators of insulin secretion dependent on glucose, INS-1E cells, GLuc reporter luminescence | INS-1E GLuc reporter insulin secretion, 2-3 h | activation, % at 16.6 µM | hit rate 0.61% among 370,000;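 active = lowest replicate activation of at least 40%, so every replicate reaches that level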;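 also: 0% = median of neutral control wells and 100% = median of IBMX positive control wells; some compounds called inactive have numbers as strong as hits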
# RAD52 inh = inhibitors of human RAD52 DNA annealing | AID 651710 | inhibition, % at 18.7 µM | P43351 | hit rate 0.46% among 360,000 | recombinant RAD52 DNA annealing, FRET fluorescence;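 active = every replicate showing at least 50% inhibition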
# Target sequence (P43351 whole entry, looked up): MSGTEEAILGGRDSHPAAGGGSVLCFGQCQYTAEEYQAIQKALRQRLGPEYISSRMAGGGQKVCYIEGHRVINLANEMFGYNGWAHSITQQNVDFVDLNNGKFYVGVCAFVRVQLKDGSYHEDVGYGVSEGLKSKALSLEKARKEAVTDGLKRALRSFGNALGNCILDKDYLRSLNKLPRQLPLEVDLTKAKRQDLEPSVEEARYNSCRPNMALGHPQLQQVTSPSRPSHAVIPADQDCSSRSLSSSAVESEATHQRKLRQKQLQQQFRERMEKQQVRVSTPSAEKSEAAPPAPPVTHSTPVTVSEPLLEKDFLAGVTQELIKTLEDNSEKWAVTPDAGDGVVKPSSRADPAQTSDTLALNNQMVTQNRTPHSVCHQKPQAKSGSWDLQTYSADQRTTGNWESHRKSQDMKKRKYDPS
# esBAF inh = inhibitors of esBAF chromatin remodeling in mouse ES cells; AID 602393; Bmi1-luciferase knock-in reporter, 24 h; 100% = twice the neutral-well signal; hit rate 2% among 350,000; reporter increase, % at 12.5 µM; in the data active = activation above about 40%;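 also: 0% = median of the plate's neutral control wells and 100% = double that signal; a rise in the Bmi1 reporter signal indicates esBAF inhibition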
# F508del corr = correctors of CFTR F508del function in bronchial epithelial cells | activity (quench increase), % at 7.58 µM | CFBE cells, YFP halide quenching; stimulated with forskolin plus potentiator P3; % fluorescence drop versus neutral controls | hit rate 0.36% among 350,000;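 active = mean added fluorescence quench of at least 8% versus neutral control, with both replicates also reaching 8%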;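 also: cells transiently co-express mutant CFTR-F508del with the halide-sensitive YFP; corrector assay measuring rescue of mutant channel to the surface after 24 h compound exposure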
# Xi reactivation = reactivates the inactive X chromosome in mouse fibroblasts; XiGFP mouse fibroblasts, % GFP-positive cells imaging, 3 d; cells co-treated with 5-aza-dC sensitizer; scaled so ellipticine positive control = 100%; hit rate 0.055% among 360,000; AID 743238; activation, % at 7.58 µM;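 active = mean normalized replicate activation at least 10% and every replicate at or above 10%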;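 also: 0% = median of on-plate neutral control wells and 100% = ellipticine 6 µM median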
#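 Assay system – SV40-immortalized XiGFP fibroblast cells, line 68-5-11 · Buffer or medium – DMEM supplemented with 5-aza-dC as sensitizing agent · Dosing – one concentration, pinned · Benchmarks – positive control ellipticine, 6 µM final · Times – 3 days compound exposure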
# RAD54 branch = blocks human RAD54 Holliday junction branch migration. hit rate 0.14% among 360,000. FAM/BHQ fluorescence. inhibition, % at 10.4 µM. AID 602329. Q92698;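 active = mean normalized replicate activity at least 40 and at least half of replicates scoring 40 or more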;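 also: 0% = median of neutral control wells and 100% = median of positive control wells; inhibitors cause a drop in the FAM fluorescence signal; in these data hits start at about 50%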
# Numbers without * were called inactive; / = no result given.
# Sequence of screens: ARNT-TACC3 inh, ERAP1 HTS inh, GSIS activator, RAD52 inh, esBAF inh, F508del corr, Xi reactivation, RAD54 branch
COC(C(=O)Nc1ccnn1C1CCN(Cc2ccc(C)s2)CC1)c1ccccc1 (stereo not given)
 : 0, 0, 20, -17, 1, 1.9, 0.4, -5
NC(=NC(=O)c1ccc(OC(F)(F)F)cc1)c1ccc(C(F)(F)F)cn1
 : -1, 4, /, -14, /, 1.6, 0.0, /
COc1ccc(-c2nc(NC(=O)CSCCO)sc2C)cc1
 : 4, 2, /, 0, /, -0.3, 0.2, /
COc1ccccc1C#Cc1ccc2c(c1)[C@@H]1[C@@H](CCN1C(=O)c1ccccc1)[C@@H](CO)N2
 : 12, -3, 16, -6, 6, 1.8, 0.0, 4
C=CCOc1c(Br)cc(/C=C2/NC(=S)N(C(C)=O)C2=O)cc1OC
 : /, 1, -20, -312, /, -0.5, 0.0, /
CN(C)CCCNC(=O)C[C@H]1C=C[C@@H](NS(=O)(=O)c2ccc(F)cc2)[C@@H](CO)O1
 : 3, 0, 9, -7, -3, 1.2, -0.5, -15
CCOC(=O)C1=CC[C@H]2c3c(c4ccccc4n3C)C(=O)C1N2S(=O)(=O)c1ccc(C)cc1
 : -9, /, -2, -3, 1, -1.1, 0.5, -3
CC(NC(=O)Nc1cccc(Cl)c1)C(c1cccs1)N1CCCC1 (stereo not given)
 : /, 3, -7, 0, 4, 2.0, 0.0, -7
CCC1=C(OC(=O)N(CC)CC)N2C(=O)OC(=NCC(=O)OC)[C@]2(Cc2ccccc2)[C@H]2C1=CC[C@H]1C(=O)N(C)C(=O)[C@H]12
 : /, -2, -16, -15, 3, 0.1, 0.1, 1
CCCSc1nc2ccsc2c(=O)n1CC
 : 7, 5, 16, -4, -4, -1.5, 0.0, /
CCOc1ccc(N2CC(C(=O)N3CCN(c4ccccn4)CC3)CC2=O)cc1 (stereo not given)
 : /, 1, -13, -4, /, 1.8, 0.1, /
C[C@@H]1CN([C@H](C)CO)C(=O)c2cccc(NC(=O)CCCCCC(=O)Nc3ccccc3N)c2O[C@@H]1CN(C)Cc1ccc(Cl)c(Cl)c1
 : /, 0, 4, 4, /, 0.0, -0.8, /
O=C(COC(=O)Cn1cnc2ccccc21)Nc1cc(S(=O)(=O)N2CCOCC2)ccc1Cl
 : -4, /, 22, -19, -4, -1.5, -0.1, 9
CC1(C)CC(NC(=S)NC(=O)c2cc(Br)ccc2Cl)CC(C)(C)N1
 : 0, -7, -23, -1, 3, 1.8, 0.0, -3
OC(c1ccccc1)c1nc(-c2cccc(C(F)(F)F)c2)cs1 (stereo not given)
 : /, -1, -29, 2, 9, -0.2, -0.1, -17
COc1ccccc1OC(C)C(=O)Nc1ccccc1C(=O)NCc1cccnc1 (stereo not given)
 : -10, 1, 8, -10, 6, -2.6, 0.1, 5
O=C(Nc1c(F)cc(F)cc1Br)c1cc2nc(C(F)F)cc(C(F)F)n2n1
 : -23, /, 10, /, -6, /, /, 4
CCCN1[C@H](C(=O)OC)[C@@H](CO)[C@@H]2Cn3c(ccc(-c4cccc(OC)c4)c3=O)[C@@H]21
 : 7, 0, 4, -34, 0, -2.1, 0.0, -11
CCOc1ccc(N/C=C/C(=O)c2ccc(OC)c(OC)c2)cc1
 : -1, 5, 22, -9, 70*, -0.8, 0.0, 0
O=c1ccnc(SCCc2ccccc2)[nH]1
 : -8, -2, 10, 5, 0, -1.9, 0.1, -23
COc1ccc([Si](C)(C)[C@@H]2[C@@H](CCO)O[C@]3(C(=O)N4c5c(cc(OC)cc53)C(C)=CC4(C)C)[C@H]2C)cc1
 : 52*, -2, /, 3, /, -9.7, /, 5
CC(=O)Nc1ccc(OCc2cnc(Cl)s2)cc1
 : -4, -5, 11, -9, /, -2.4, 0.0, /
C[C@H](c1ccccc1)N1C[C@@H](COCc2ccccc2)Oc2cccc(F)c2S1(=O)=O
 : /, -2, 0, 0, /, 3.1, -0.1, /
C/C(=N/NC(=O)c1cc(-c2cccc([N+](=O)[O-])c2)n[nH]1)c1cccc(O)c1
 : /, -1, 7, 10, /, 1.9, -0.2, /
Nc1ccc2ccc(NS(=O)(=O)N3CCCCC3)cc2c1
 : /, -1, -1, -6, /, 5.6, 1.0, /
NC(=O)NC(CC(=O)NCCCc1ccccc1)c1ccccc1Cl (stereo not given)
 : 2, 1, 2, -9, /, 3.0, 0.3, /
C[C@@H]1CN([C@H](C)CO)C(=O)c2cccc(NC(=O)Nc3ccc4c(c3)OCO4)c2O[C@@H]1CN(C)Cc1ccncc1
 : -1, 5, 8, -10, 11, 2.3, -0.8, -3
Cc1ccc(S(=O)(=O)N(C)C)cc1NC(=O)COC(=O)C1CC(=O)N(c2ccc3c(c2)OCCO3)C1 (stereo not given)
 : 11, 3, 14, -4, -3, 2.1, 0.1, 4
COc1cc(OC)cc(-c2oc(=O)c3cc(OC)c(OC)cc3c2/C=C/c2ccc(F)cc2)c1
 : -4, 0, 13, -24, -9, 0.5, 0.0, 0
COc1ccc2c3c([nH]c2c1)[C@H](CO)N(Cc1cccc(F)c1)CC31CN(CC2CC2)C1
 : /, -3, -6, 5, /, 2.3, -0.1, /
O=C(Nc1nc(=O)[nH]s1)c1ccccc1
 : 1, -7, 7, -15, /, -0.8, 0.0, /
O=C(CN1C(=O)CCC1=O)Nc1nc(-c2ccc3ccccc3c2)cs1
 : -3, 1, -6, -10, /, 3.3, 0.0, /
Nc1ncnc2c1ncn2[C@@H]1O[C@H](CO)[C@@H](O)[C@@H]1O
 : 0, 1, 2, 7, -10, -2.7, 0.0, 1
C[C@@H](O)C#Cc1cnc2c(c1)C(=O)N([C@@H](C)CO)C[C@H](C)[C@H](CN(C)C(=O)Cc1ccccn1)O2
 : 6, -2, 32, -22, 3, -3.6, -1.2, 1
COc1cccc(C2c3[nH]c4ccccc4c3C[C@H]3C(=O)N(C4CC4)CC(=O)N23)c1 (stereo not given in full)
 : 3, -1, 6, -11, -2, 2.2, 0.2, -13
O=C(Nc1nc(-c2ccncc2)cs1)C1c2ccccc2Oc2ccccc21
 : -6, -3, /, -29, /, -5.8, 0.4, -6
O=C(COC(=O)c1ccc2c(c1)OCCO2)NCCc1ccccc1
 : 4, 4, 17, -3, -4, -1.8, 0.0, 3
CCN1C(=O)[C@H]2[C@@H](c3ccc(C(F)(F)F)cc3)N[C@]3(CCCN(Cc4ccc(C)cc4)C3=O)[C@H]2C1=O
 : /, -2, -14, -11, -2, 0.1, 0.3, -5
O=C(c1ccc(-c2ccccc2)c(F)c1)C1CCCN(C(=O)c2cncs2)C1 (stereo not given)
 : -10, 4, -36, -8, 6, -1.2, 0.0, 5
COc1cc(-c2nc3n(n2)C(c2ccncc2)C2=C(CCCC2=O)N3)cc(OC)c1OC (stereo not given)
 : -3, -1, 1, -1, /, -1.9, 0.0, /
Cc1noc(C)c1NC(=O)Nc1ccc2c(c1)CC(=O)N([C@H](C)CO)C[C@@H](C)[C@H](CN(C)S(=O)(=O)c1c(C)noc1C)O2
 : 0, -2, 1, -11, -5, 4.6, -0.1, 1
COCC(=O)N1CC2(C1)CN(Cc1ccccc1Cl)[C@H](CO)c1[nH]c3cc(OC)ccc3c12
 : /, -1, 8, -16, /, 2.9, 0.3, /
Cc1ccc2oc(C(=O)N(C)Cc3ccc(C)o3)c(C)c2c1
 : -6, 2, -37, -26, 23, -2.2, -0.1, -4
Cc1ccccc1-c1ccc([C@@H]2[C@H]3CN(S(=O)(=O)c4cn(C)cn4)CCCCN3[C@H]2CO)cc1
 : 4, 1, -5, -42, /, -0.7, -0.1, -3
O=C(NCc1ccccc1)c1ccc(NC(=O)c2ccco2)cc1
 : -4, -2, -11, -8, /, 1.7, 0.0, -6
O=C(CSCc1ccc(F)cc1)Nc1ccccc1
 : -1, /, -11, /, 1, /, /, -3
COc1ccc(CNC(=O)C[C@H]2C=C[C@@H](NC(=O)Nc3ccc4c(c3)OCO4)[C@H](CO)O2)cc1
 : 14, 0, -6, -4, -2, -1.6, 0.9, -5
CC1CCCN(C(c2ccccc2)c2sc3ncnn3c2O)C1 (stereo not given)
 : -3, -5, -6, -7, -3, -2.3, 0.2, -7
O=C(C[n+]1ccc(C(=O)N/N=C/c2ccc(OCc3ccccc3)cc2)cc1)c1ccccc1
 : 4, -2, 29, 3, 13, 1.6, /, 8
COC(=O)C1C(=O)C(C(=O)c2ccc([N+](=O)[O-])cc2)C(=O)CC1(C)C (stereo not given)
 : -19, 0, /, 6, 3, 0.2, 0.0, -1
Cc1cc(Nc2cccc(Cl)c2)n2ncnc2n1
 : 6, 2, 10, -2, -8, 0.7, 0.2, 10
O=C(COC(=O)c1cccc(O)c1)Nc1ccc(N2CCOCC2)cc1
 : 3, 2, 6, 2, -5, -0.6, 0.0, 5
COc1cccc(NC(=O)CN(C)C(=O)CC2Sc3ccccc3NC2=O)c1 (stereo not given)
 : 3, -2, 3, -14, 2, -2.0, -0.1, -7
Nc1cc(=O)[nH]c(SCC(=O)N2CCC(Cc3ccccc3)CC2)n1
 : 11, -4, -22, -30, 1, -0.2, -0.1, -1
CCOC(=O)c1c(C)[nH]c(C(=O)OCc2ccccc2F)c1C
 : /, 0, 23, -3, 38, 1.7, -0.1, -1
COc1ccc(CCNC(=O)C(C)OC(=O)c2cccs2)cc1OC (stereo not given)
 : 4, 3, 16, -1, -4, -1.3, 0.2, 1
N#C[C@@H]1[C@@H](c2ccc(-c3ccc(F)cc3)cc2)[C@@H](CO)N1S(=O)(=O)Cc1ccccc1
 : -11, -2, -2, -11, 12, 2.7, -0.1, -5
COc1cccc(S(=O)(=O)Nc2cccc(C(=O)N3CCCCCC3)c2)c1
 : -3, /, 4, /, /, -2.3, 0.2, -8
CCCN(C(=O)Cc1ccc(S(=O)(=O)N2CCOCC2)s1)c1c(N)n(Cc2ccccc2)c(=O)[nH]c1=O
 : 4, -1, -12, -36, /, 0.0, -0.2, -21
COCC(=O)N1[C@@H]2c3ccc(C4=CCCC4)c(=O)n3C[C@@H]2[C@@H](CO)[C@@H]1C(=O)N1CCCCC1
 : -10, 1, -1, -17, 1, -1.4, 0.1, 0

# In the list so far, nine have an NH in an aromatic ring.
# Sequence of screens: ARNT-TACC3 inh, ERAP1 HTS inh, GSIS activator, RAD52 inh, esBAF inh, F508del corr, Xi reactivation, RAD54 branch
O=c1ccnc(SCCc2ccccc2)[nH]1
 : -8, -2, 10, 5, 0, -1.9, 0.1, -23
C/C(=N/NC(=O)c1cc(-c2cccc([N+](=O)[O-])c2)n[nH]1)c1cccc(O)c1
 : /, -1, 7, 10, /, 1.9, -0.2, /
COc1ccc2c3c([nH]c2c1)[C@H](CO)N(Cc1cccc(F)c1)CC31CN(CC2CC2)C1
 : /, -3, -6, 5, /, 2.3, -0.1, /
O=C(Nc1nc(=O)[nH]s1)c1ccccc1
 : 1, -7, 7, -15, /, -0.8, 0.0, /
COc1cccc(C2c3[nH]c4ccccc4c3C[C@H]3C(=O)N(C4CC4)CC(=O)N23)c1 (stereo not given in full)
 : 3, -1, 6, -11, -2, 2.2, 0.2, -13
COCC(=O)N1CC2(C1)CN(Cc1ccccc1Cl)[C@H](CO)c1[nH]c3cc(OC)ccc3c12
 : /, -1, 8, -16, /, 2.9, 0.3, /
Nc1cc(=O)[nH]c(SCC(=O)N2CCC(Cc3ccccc3)CC2)n1
 : 11, -4, -22, -30, 1, -0.2, -0.1, -1
CCOC(=O)c1c(C)[nH]c(C(=O)OCc2ccccc2F)c1C
 : /, 0, 23, -3, 38, 1.7, -0.1, -1
CCCN(C(=O)Cc1ccc(S(=O)(=O)N2CCOCC2)s1)c1c(N)n(Cc2ccccc2)c(=O)[nH]c1=O
 : 4, -1, -12, -36, /, 0.0, -0.2, -21
